Screening results from PubChem BioAssay.
Pf Dd2 inh = P. falciparum Dd2 growth inhibitors, primary screen, SYBR Green fluorescence, single dose replicates. 72 h; active compounds read low. activity change, % at 10 µM. hit rate 2.3% among 94,000. AID 1159554, 2015; in the data active = activity change below about -80%
Tcruzi prolif = T. cruzi intracellular proliferation inhibitors, primary screen, cell-based, beta-gal Tulahuen parasites, NIH3T3 host, luminescence; inhibition, % at 8.34 µM; hit rate 5.9% among 77,000; T. cruzi beta-gal in NIH3T3, GalScreen luminescence, 90 h;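 active = mean inhibition above about 93%, with at least 55% of replicates each passing it, limit read from the data, passing the limit was not always enough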
C diff HTS = C. difficile growth inhibitors, primary screen, HTS; growth activity, negative = inhibition, % at 16 µg/mL (by protocol); hit rate 0.25% among 86,000; Clostridium difficile clinical isolate growth, OD600, 24 h; active compounds read low; AID 1259249, 2017;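 active = mean growth activity at or below -80% and every replicate also at or below -80%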;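 note: 0% = DMSO wells and -100% = levofloxacin 16 µg/mL wells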
KDM4C inh = inhibitors of GASC-1 (KDM4C) histone demethylase, primary screen, biochemical, single concentration HTS; GST-KDM4C 2-372, H3K9me3 peptide, LANCE TR-FRET; inhibition, % at 12.5 µM; Lysine-specific demethylase 4C (Homo sapiens), Q9H3R0; hit rate 0.15% among 96,000;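 active = mean replicate inhibition above about 25%, with at least 55% of replicates also reaching it, limit read from the data, passing the limit was not always enough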
Target sequence (Q9H3R0 2-372 limits assumed): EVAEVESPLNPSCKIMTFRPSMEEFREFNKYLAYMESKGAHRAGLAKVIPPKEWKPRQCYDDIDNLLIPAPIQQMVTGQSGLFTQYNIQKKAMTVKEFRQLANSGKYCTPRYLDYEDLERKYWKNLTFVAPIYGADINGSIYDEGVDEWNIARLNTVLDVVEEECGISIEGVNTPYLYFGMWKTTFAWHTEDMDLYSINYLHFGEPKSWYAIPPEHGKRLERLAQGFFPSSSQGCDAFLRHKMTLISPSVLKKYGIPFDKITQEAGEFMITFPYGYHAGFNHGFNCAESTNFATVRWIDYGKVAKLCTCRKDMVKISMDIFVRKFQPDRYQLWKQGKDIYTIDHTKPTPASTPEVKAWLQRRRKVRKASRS
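reagent = H3K9me3 peptide substrate, Fe(II), 2-oxoglutarate | system = GST-tagged GASC-1 (JMJD2C) catalytic fragment, aa 2-372 | amount = enzyme final amount 10 nM | read-out = Fall in 671/618 emission ratio as inhibition | medium = HEPES buffer, pH 7.5, plus ascorbate | schedule = 30 min reaction, 60 min detection, RT | measured by = LANCE TR-FRET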
The depositor's hits bear a star; . = not tested or not shown; & = joins results of further samples. Rows are unselected; about 6.8% have a hit in one of these screens.

Under each structure: Pf Dd2 inh	Tcruzi prolif	C diff HTS	KDM4C inh
> CC(C)NC(=O)N(C)C[C@H]1Oc2ncc(C#CCc3ccccc3)cc2C(=O)N([C@@H](C)CO)C[C@@H]1C
    -57	54	4	-0.9
> O=C(C[C@H]1C=C[C@@H](NC(=O)C2CCOCC2)[C@H](CO)O1)NCc1ccncc1
    11	2	.	3.3
> CCc1cnc(N2[C@H](CO)[C@H](c3ccc(C#CC(C)C)cc3)[C@@H]2C#N)s1
    2	89	-41	1.7
> COc1ccc(S(=O)(=O)Nc2ccc3c(c2)CC(=O)N([C@@H](C)CO)C[C@@H](C)[C@@H](CN(C)CC2CCCCC2)O3)cc1
    5	17	-7	-2.7
> CNC(=O)C[C@@H]1CC[C@H]2[C@@H](COC[C@@H](O)CN2S(=O)(=O)c2cccc(Cl)c2)O1
    2	-29	-11&-14	-0.7
> CC(C)CC#Cc1cnc2c(c1)C(=O)N([C@H](C)CO)C[C@@H](C)[C@H](CN(C)C(=O)NC1CCCC1)O2
    -24	52	-2	0.3
> O=C(C[C@H]1CC[C@@H]2[C@H](COC[C@@H](O)CN2C(=O)c2cccnc2)O1)NCC1CC1
    -28	.	-2&-4	-3.1
> C[C@H]1CN([C@@H](C)CO)C(=O)c2cccc(NS(=O)(=O)c3cccs3)c2O[C@@H]1CN(C)C(=O)Nc1cccc2ccccc12
    4	-97	.	-0.2
> Cc1ccc(CN2CC(=O)N3[C@@H](CO)[C@@H](c4ccc(Br)cc4)[C@@H]3C2)cc1
    -42	.	-5	7.4
> Cc1noc(C)c1NC(=O)Nc1cccc2c1O[C@@H](CN(C)C)[C@H](C)CN([C@@H](C)CO)C2=O
    22	.	-2	0.3
> C[C@@H]1CN([C@@H](C)CO)C(=O)c2cc(NC(=O)CCCCCC(=O)Nc3ccccc3N)ccc2O[C@H]1CN(C)S(C)(=O)=O
    35	.	0	-0.7
> CCN(C[C@H]1N[C@H](CO)[C@H]1c1ccccc1)C(=O)c1ccncc1
    6	15	7	2.1
> CO[C@H]1CC[C@H]2CCOc3ccc(C#N)cc3C(=O)N(C)C[C@H](OC)[C@@H](C)C(=O)N(C)C[C@@H]1O2
    .	26	-1	0.9
> CC(C)NC(=O)N1CC2(C1)[C@H](c1ccccc1)[C@@H](CO)N2C(=O)c1ccccn1
    22	.	-2	-0.8
> Cc1noc(C)c1S(=O)(=O)N(C)C[C@@H]1Oc2ccc(NC(=O)Cn3cnnn3)cc2CC(=O)N([C@@H](C)CO)C[C@H]1C
    0	25	0	-0.9
> COCC(=O)N(C)C[C@H]1Oc2ncc(C#Cc3ccc(F)cc3)cc2C(=O)N([C@H](C)CO)C[C@H]1C
    -2	0	-2	16
> C[C@H](CO)N1C[C@H](C)[C@H](CN(C)C)OCCCC[C@H](C)Oc2ccc(NC(=O)Nc3ccc4c(c3)OCO4)cc2C1=O
    1	30	3	7.4
> C[C@@H]1CN([C@@H](C)CO)C(=O)Cc2cc(NC(=O)c3ccncc3)ccc2O[C@H]1CN(C)S(=O)(=O)c1ccc(F)cc1
    2	-5	-3	-1.3
> C[C@@H]1CN([C@@H](C)CO)C(=O)Cc2cc(NS(C)(=O)=O)ccc2O[C@@H]1CN(C)Cc1ccc(C(=O)Nc2ccccc2N)cc1
    8	.	1	0.0
> O=C(NCc1ccccn1)[C@H]1[C@H](CO)[C@H]2Cn3c(cccc3=O)[C@@H]1N2CC1CCCC1
    28	.	1	-0.9
> COCC(=O)N1CCCCN2[C@@H](CO)[C@@H](c3ccc(-c4ccc(F)cc4)cc3)[C@@H]2C1
    4	79	0	-0.9
> C[C@@H]1CCCCO[C@@H](CN(C)C(=O)c2ccccc2)[C@@H](C)CN([C@H](C)CO)C(=O)c2cc(NS(=O)(=O)c3ccccc3)ccc2O1
    33	-63	.	-0.4
> O=C(C[C@@H]1CC[C@@H]2[C@H](COC[C@H](O)CN2Cc2cc(F)ccc2F)O1)NCc1ccc(F)cc1
    -3	41	.	-0.2
> COCC(=O)N1CC2(C1)CN(S(C)(=O)=O)[C@@H](CO)c1c2c2ccc(OC)cc2n1C
    17	.	-5	0.5
> COCC(=O)Nc1ccc2c(c1)OC[C@@H](C)N(C(=O)c1ccccc1)C[C@@H](C)[C@H](OC)CN(C)C2=O
    22	-56	.	0.9
> COc1ccc(CN(C)C[C@H]2Oc3ccc(NC(=O)Nc4cccc5ccccc45)cc3C(=O)N([C@H](C)CO)C[C@H]2C)cc1
    14	62	-1	.
> Cc1cc(C(=O)Nc2cccc3c2O[C@@H](CN(C)C)[C@H](C)CN([C@H](C)CO)C3=O)n(C)n1
    6	10	-1	1.9
> CCC(=O)N1C[C@H](O)COC[C@H]2O[C@H](CC(=O)NCc3ccc(Oc4ccccc4)cc3)CC[C@@H]21
    3	-55	0&-11	0.7
> Cc1noc(C)c1NC(=O)N(C)C[C@@H]1OCCCC[C@H](C)Oc2ccc(NC(=O)NC3CCCCC3)cc2C(=O)N([C@@H](C)CO)C[C@H]1C
    11	31	4	-0.6
> C[C@H](CO)N1C[C@H](C)[C@@H](CN(C)C(=O)CC2CC2)Oc2cc(-c3ccncc3)ccc2S1(=O)=O
    -15	89	1	6.1
> C/C=C/c1ccc([C@H]2[C@@H](CO)N(C(C)=O)[C@@H]2CN(CC(C)C)C(=O)CC)cc1
    10	.	-4	0.5
> C[C@H]1CCCCO[C@H](CN(C)C(=O)Nc2ccccc2)[C@@H](C)CN([C@@H](C)CO)C(=O)c2cc(NC(=O)Nc3ccc(F)cc3)ccc2O1
    -27	19	.	-1.5
> C[C@H](CO)N1C[C@H](C)[C@@H](CN(C)S(=O)(=O)c2ccc(Cl)cc2)Oc2ccc(NC(=O)Nc3ccccc3)cc2CC1=O
    -54	33	-2	-0.7
> C[C@@H]1CN([C@@H](C)CO)C(=O)c2cccc(NS(=O)(=O)c3cccs3)c2O[C@@H]1CN(C)S(=O)(=O)c1ccccc1
    -11	-8	.	-0.6
> CN(C)C(=O)c1cccc(-c2ccccc2[C@H]2[C@@H](C#N)N(C(=O)C3CCC3)[C@H]2CO)c1
    9	.	0	1.9
> O=C(C[C@H]1CC[C@H](NC(=O)C2CC2)[C@@H](CO)O1)NCCCN1CCOCC1
    3	-25	.	-0.3
> C[C@H]1CCCCO[C@@H](CN(C)C)[C@@H](C)CN([C@@H](C)CO)C(=O)c2cc(NC(=O)Nc3cccc4ccccc34)ccc2O1
    -10	92	3	0.7
> COC(=O)[C@@H]1[C@@H](CO)[C@@H]2Cn3c(ccc(C4=CCCC4)c3=O)[C@@H]2N1Cc1cncnc1
    .	14	0	5.6
> CN(C)C(=O)C[C@H]1CC[C@@H]2[C@H](COC[C@@H](O)CN2Cc2ccc(C(F)(F)F)cc2)O1
    15	13	-4&-11	-1.4
> C[C@H]1CN([C@@H](C)CO)C(=O)Cc2cc(NC(=O)Nc3ccc4c(c3)OCO4)ccc2O[C@@H]1CN(C)C
    0	.	0	8.6
